Compound activity (PubChem)
All columns: NCI-60 one-dose screen, growth in % after 48 h at 10 µM unless noted; 100 = growth as untreated, 0 = no growth, -100 = all killed.
HL-60(TB) – HL-60(TB) leukemia cells; 78,000 tested, 9% active; active means growth percent below 10
Active calls of the source: *; & = joins results of further samples; [ ] = another dose, or the depositor's remark.

SMILES	HL-60(TB)
Cn1cc(-c2nc3c(F)cc4[nH]ncc4c3c3c2CCCC3)c(C(F)F)n1	11
Cc1cc(=O)c2ccccc2[nH]1	76
CNC(=O)OCCOC(=O)c1ccc(OC(=O)NC)cc1	108
COc1ccc2nccc(Cl)c2c1	103
CCN(CC)c1cccc(OC(=O)Nc2ccc(OC)cc2)c1	55
CN(C)S(=O)(=O)N1C(=O)c2ccccc2C1=O	93
C=C(C=O)[C@@H]1CC[C@]2(C)[C@H](C(=O)C=C3[C@H]4C[C@](C)(C(=O)OC)CC[C@]4(C)CC[C@]32C)[C@@]1(C)CCC#N	-27*
O=C(/C=C/c1ccco1)N1CCOCC1	62
N#Cc1cccc(-c2nc(N)nc(Nc3ccccc3SSc3ccccc3Nc3nc(N)nc(-c4cccc(C#N)c4)n3)n2)c1	121
N#CCCN1CCC(N)=NC1=NC#N	104
Cc1cc2c(cc1O)C(C)(C)CCC2(C)C	102
O=C1OC(C(O)C(O)C(O)CO)C(O)C1O (stereo not drawn)	120
C=CCOC(CCl)CCl	103
COc1ccc2oc(=O)cc(-c3cc(-c4ccccc4)nc(N)c3C#N)c2c1	101
Cc1cnc(C2OCCO2)c2cccc(N)c12	99
O=C1Nc2ccc(F)cc2/C1=C/c1ccc(OCc2ccc(Br)cc2F)cc1	72
CCN(CC)CCCNc1nccc2ccc(OC)cc12	107
CC(C)CC(NC(=O)C(O)C(N)Cc1ccccc1)C(=O)O (stereo not drawn)	71
O=C1/C(=C/c2ccc(O)c(O)c2)SC(=S)N1Cc1ccco1	72
COc1ccc(N=Nc2c(N)nn3c(-c4ccc(OC)c(OC)c4)c4c(N)c5c(nc4nc23)CCCC5)cc1	106
O=S(=O)(Oc1ccc(Cl)cc1Cl)c1ccccc1	89
C=C(C)Cc1cc2c(cc1O)OCO2	93
CC(=O)N(C)C1CCc2c(sc(NC(=O)c3ccc(C(C)(C)C)cc3)c2C(N)=O)C1 (stereo not drawn)	40
Cc1ccc2nc(-c3ccc(-c4nnc(SCC(=O)Nc5ccc(C(=O)/C=C/c6ccc(Cl)cc6)cc5)o4)cc3)[nH]c2c1	102
O=C1CC(C(F)(F)F)Cc2nc3ccc(F)cc3cc21 (stereo not drawn)	101
COc1ccc(-c2ccc(NC(=O)Nc3ccccc3)c(C)n2)cc1OC	74
CC(=O)O[C@H]1C[C@@]2(C)[C@@H](C[C@@H](O)[C@H]3[C@@]4(C)CC[C@H](NCCCNCCCCN)[C@@H](C)[C@@H]4CC[C@@]32C)/C1=C(\CCC=C(C)C)C(=O)O	96
CCOC(=O)C1=C(C)NC(SCc2nc(C)c(C)nc2C)N=C1c1ccc(F)cc1 (stereo not drawn)	90
Cc1ccc2c(n1)C(=O)C(Br)=C(CC(C)C)C2=O	58
Brc1ccc(-c2nnc(N3c4ccccc4C=Cc4ccccc43)o2)cc1	65

The last 5 records of the section above open the next one.
SMILES	HL-60(TB)
COc1ccc(-c2ccc(NC(=O)Nc3ccccc3)c(C)n2)cc1OC	74
CC(=O)O[C@H]1C[C@@]2(C)[C@@H](C[C@@H](O)[C@H]3[C@@]4(C)CC[C@H](NCCCNCCCCN)[C@@H](C)[C@@H]4CC[C@@]32C)/C1=C(\CCC=C(C)C)C(=O)O	96
CCOC(=O)C1=C(C)NC(SCc2nc(C)c(C)nc2C)N=C1c1ccc(F)cc1 (stereo not drawn)	90
Cc1ccc2c(n1)C(=O)C(Br)=C(CC(C)C)C2=O	58
Brc1ccc(-c2nnc(N3c4ccccc4C=Cc4ccccc43)o2)cc1	65
CCOC(=O)c1cc2c(n1Cc1cc(OC)cc(OC)c1)-c1oncc1CCC2	5.4*
CCSc1nnc2c3cc(Cl)ccc3n(C)c2n1	105
O=C1NC(=O)C(=Cc2cccn2CCCCn2c3ccccc3c(=O)c3ccccc32)C(=O)N1	60
CCC(Cc1ccccc1)OC(=O)c1ccccc1C(=O)O (stereo not drawn)	114&88
COc1ccc(C2CC(c3ccc(Nc4nc(Nc5ccc(F)cc5)nc(Nc5ccc(Cl)cc5)n4)cc3)=NN2C(C)=O)cc1 (stereo not drawn)	206
Cc1nc(N2CCCCC2)[nH]c(=O)c1CN(C)N=O	101
S=c1oc(-c2cc(Cl)cc(Cl)c2Cl)nn1CNc1ccc(Cl)nn1	86
Nc1ccc(-c2ccc(S(=O)(=O)O)cc2)cc1	88
Cc1c(/C=N/NC(N)=S)c(=O)n(-c2ccccc2)n1C	108
NC1=NNC(c2cccc(O)c2)C1c1ccc(Cl)cc1 (stereo not drawn)	86
C1CN1CN1CC1	106
O=C1CC(c2ccc(O)cc2)Oc2cc(O)cc(O)c21 (stereo not drawn)	97&116
COc1ccc(CCN2C(=O)/C(=C/C3=Cc4ccccc4OC3)SC2=S)cc1	104
COc1ccc(OC)c(-c2nc3ccc(C(=O)NN4C(=O)c5ccccc5C4=O)cc3[nH]2)c1	95
O=[N+]([O-])c1ccccc1CSc1nnc(-c2ccncc2)o1	101
COc1ccc(-c2cc(-c3ccc(OC)cc3)n(-c3ccc(-c4nnc(NCc5ccccc5)o4)cc3)n2)cc1	104
CC(C)=CCC[C@](C)(O)[C@@H]1CC=C(C)CC1	102
NNc1cccc([N+](=O)[O-])c1	6.4*
CCC/C=C/C=N/NC(=S)NCc1ccccc1	74
CSc1[nH]c(=O)ncc1F	106
OCCN1CCNCC1	102
O=S(=O)(Cc1ccc(Cl)cc1Cl)c1ccc(Cl)cc1	11
O=C1Nc2ccccc2Cc2ccccc21	86
CCOC(=O)c1c(C(F)(F)F)n([O-])c2ccc(OC)cc2[n+]1=O	-9.6*
CCCCn1c(O)c(N=Nc2nc(-c3cc4ccccc4oc3=O)cs2)c2ccccc21	109
Cn1[nH]c2[nH]c(=S)sc(=S)c2c1=O	120
Nc1cc2c(cc1Cl)-c1ccccc1C2	59
Cc1ccc(OCC(=O)Nc2ccc(N3CCN(C(=O)c4ccco4)CC3)cc2)cc1	88
C=C(C)[C@@H]1CC[C@]2(C(=O)NCCCCCN(CCCN)CCCN)CC[C@]3(C)[C@H](CC[C@@H]4[C@@]5(C)CC[C@H](O)C(C)(C)[C@@H]5CC[C@]43C)[C@@H]12	90[100 µM]
COc1ccc(/C(C#N)=C/c2cc(OC)c(OC)c(OC)c2)cc1	15

Ordered by count of non-hydrogen atoms (largest number first): 7 of the compounds above
SMILES	HL-60(TB)
C=C(C)[C@@H]1CC[C@]2(C(=O)NCCCCCN(CCCN)CCCN)CC[C@]3(C)[C@H](CC[C@@H]4[C@@]5(C)CC[C@H](O)C(C)(C)[C@@H]5CC[C@]43C)[C@@H]12	90[100 µM]
COc1ccc(-c2cc(-c3ccc(OC)cc3)n(-c3ccc(-c4nnc(NCc5ccccc5)o4)cc3)n2)cc1	104
COc1ccc(/C(C#N)=C/c2cc(OC)c(OC)c(OC)c2)cc1	15
CCOC(=O)c1c(C(F)(F)F)n([O-])c2ccc(OC)cc2[n+]1=O	-9.6*
Nc1cc2c(cc1Cl)-c1ccccc1C2	59
NNc1cccc([N+](=O)[O-])c1	6.4*
OCCN1CCNCC1	102

The listing picks up, starting four compounds before the break.
SMILES	HL-60(TB)
Nc1cc2c(cc1Cl)-c1ccccc1C2	59
Cc1ccc(OCC(=O)Nc2ccc(N3CCN(C(=O)c4ccco4)CC3)cc2)cc1	88
C=C(C)[C@@H]1CC[C@]2(C(=O)NCCCCCN(CCCN)CCCN)CC[C@]3(C)[C@H](CC[C@@H]4[C@@]5(C)CC[C@H](O)C(C)(C)[C@@H]5CC[C@]43C)[C@@H]12	90[100 µM]
COc1ccc(/C(C#N)=C/c2cc(OC)c(OC)c(OC)c2)cc1	15
O=c1[nH]c2ccccc2cc1-c1nc2ccccc2[nH]1	69
O=C(CSc1nnc(-c2ccc(-c3nc4ccccc4[nH]3)cc2)o1)Nc1ccc(Br)cc1	43
CC(=O)OCC1O[C@@H](OC(C)=O)[C@@H](NC(=O)NS(=O)(=O)c2ccc(CCNC(=O)c3ccc(Cl)cc3)cc2)C(OC(C)=O)[C@@H]1OC(C)=O (stereo partly drawn)	99
COc1ccc(NC(=O)c2sc3nc4c(cc3c2N)CN(Cc2ccccc2)CC4)cc1	92
COc1ccc(-c2cc(-c3ccc(Nc4ncnc5cc(Cl)ccc45)cc3)nc(N3CCOCC3)n2)cc1OC	92
O=C(Nc1ccc(Oc2ccc(F)cc2)c(Cl)c1)c1cnccn1	21
NC(=S)SCCC(=O)O	84
CCCCN(CCCC)CCOC(=O)Nc1ccccc1Cl	90
CCn1c2c(c3ccccc31)CCSC2(C)CCN(C)C (stereo not drawn)	99
CCCCCCCCCCCCCCCCOC(=O)c1ccccc1O	84
C=C1C(=O)O[C@H]2[C@H]1CC/C(CNC(=O)c1c[nH]c3ccc(F)cc13)=C\CC[C@@]1(C)O[C@@H]21	-35*
O=C(Nc1nc2ccccc2s1)c1ccc(Cc2n[nH]c(=O)c3cccnc23)cc1	101
O=C1CCCCC1C(O)(C(=O)c1ccccc1)c1ccccc1 (stereo not drawn)	72
O=C(Nc1cccc2[nH]c(C(F)(F)F)nc12)c1cc(Cl)ccc1Cl	36
O=C1OC(c2ccc(-c3ccccc3)cc2)=C/C1=C/c1cccc([N+](=O)[O-])c1	101

The last 7 entries of the part before open the next one:
SMILES	HL-60(TB)
CCn1c2c(c3ccccc31)CCSC2(C)CCN(C)C (stereo not drawn)	99
CCCCCCCCCCCCCCCCOC(=O)c1ccccc1O	84
C=C1C(=O)O[C@H]2[C@H]1CC/C(CNC(=O)c1c[nH]c3ccc(F)cc13)=C\CC[C@@]1(C)O[C@@H]21	-35*
O=C(Nc1nc2ccccc2s1)c1ccc(Cc2n[nH]c(=O)c3cccnc23)cc1	101
O=C1CCCCC1C(O)(C(=O)c1ccccc1)c1ccccc1 (stereo not drawn)	72
O=C(Nc1cccc2[nH]c(C(F)(F)F)nc12)c1cc(Cl)ccc1Cl	36
O=C1OC(c2ccc(-c3ccccc3)cc2)=C/C1=C/c1cccc([N+](=O)[O-])c1	101
CC(=O)c1nn(-c2ccccc2)/c(=N/N=Cc2cn(-c3ccccc3)nc2-c2cc3ccccc3oc2=O)s1	102
CSCCC(O)C(=O)O (stereo not drawn)	97
O=C1NC(=O)c2ccc3c4c(ccc1c24)C(=O)NC3=O	92
CC(=O)NC(CCC(=O)c1ccc(Cl)cc1)(C(=O)O)C(=O)O	80
COC(=O)N1C2c3ccccc3C(c3ccccc32)N1C(=O)OC	90
COc1cc(OC)c(/C=C/C(=O)c2c(OC)cccc2OC)c(OC)c1	7.9*
Cc1nc(Nc2nc3ccccc3s2)[nH]c(=O)c1CCO	160
Cc1ccc(S(=O)(=O)OCCO)cc1	98
N#Cc1c(-c2ccc(Br)cc2)cc(-c2cc(=O)oc3ccc(Cl)cc23)c(C#N)c1N	76
CC(=O)Nc1cc([N+](=O)[O-])ccc1OCc1ccccc1	101&87
CC(C)C[C@H](NC(=O)OCc1ccccc1)C(O)C1CC1C(=O)C1CO1 (stereo partly drawn)	91
C=C1C(=O)O[C@H]2[C@H]1CC/C(C=Nc1ccc(OC)c(C(N)=O)c1O)=C\CC[C@@]1(C)O[C@@H]21	27
C=CCc1ccccc1OCC(O)CNC(C)C (stereo not drawn)	91
Cc1c(C(=O)NO)sc2ncnc(Nc3ccc(F)c(Cl)c3)c12	102
CC(=O)Nc1cccc(-c2nc3cc(-c4ccc(O)cc4)ccc3n2C)c1	21
O=C(N/N=C/c1ccc2c(c1)OCO2)c1cnn2c1NC(c1ccccc1)C2 (stereo not drawn)	56
NS(=O)(=O)Oc1ccc(C(=O)NC23CC4CC(CC(C4)C2)C3)cc1	93
COc1ccc(-c2nn(-c3cccc(Cl)c3)cc2/C=C/C(=O)c2ccc(Br)cc2)cc1	77
O=C(CSc1nnc(COc2cnc3ccccc3n2)o1)Nc1ccccc1Cl	116
COc1cc2oc(-c3ccc(NC(=O)c4cccc(Br)c4)cc3)cc(=O)c2c(O)c1OC	86
CC(=O)c1cc[n+](C)cc1	102
O=c1ccc2cc(-n3cc(CO)nn3)ccc2o1	101
COc1ccccc1C(C(=O)O)c1ccccc1 (stereo not drawn)	93
C1=C(c2ccccc2)n2cnc3ncnc-3c2NN1	79
O=C(Nc1ccc(S(=O)(=O)Nc2ccccn2)cc1)Nc1ccc(Cl)c(C(F)(F)F)c1	27
NC=NCC(=O)O	94
Cc1ccc2cc3c(nc2c1)Nn1c(nnc1-c1ccc[nH]c1=S)SC3	99
CO[C@@]1(NC(=O)CSCC#N)C(=O)N2C(C(=O)O)=C(CSc3nnnn3C)CSC21 (stereo partly drawn)	89
C=CC[N+]1(CCO)CCN=C1CCCCCCCCCCCCC (stereo not drawn)	-32*

An excerpt; the hit share may differ from the screen's.
